High-throughput results (PubChem BioAssay)
L3MBTL1 inh = L3MBTL1 (human) inhibition; Q9Y468; AlphaScreen L3MBTL1–H3K9me1 peptide binding; Potency, µM (top dose mostly 57.1 µM), without a hit: at the top dose activity, negative = inhibition, actives largely listed as inhibitors; hit rate 0.66% among 230,000; further: nearly all actives have a fitted effect of over 60% in size
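L3MBTL1 (50 nM) pre-complexed 30 min with biotinylated H3(1-15)K9me1 peptide (75 nM), then compounds added for 30 min at room temperature; AlphaScreen streptavidin donor/nickel chelate acceptor beads (10 ug/mL final) read after 30 min dark incubation.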
RGS12 GoLoco inh = inhibitors of human Gai1-RGS12 GoLoco interaction (red fluorophore); P63096; Gai1:RGS12 GoLoco peptide FP, rhodamine, 10 min; Potency, µM (highest dose often 61.6 µM), for inactives: top-dose activity, negative = inhibition, actives largely listed as inhibitors; hit rate 0.44% among 230,000; AID 880; active means well fitted inhibition curve with a large enough effect, not every such curve was filed as active; inactive means no such curve, though single readings can be large or run the other way; further: nearly all actives have a fitted effect of over 30% in size; many of its hits are not listed in these tables
Target sequence (P63096 whole entry, looked up): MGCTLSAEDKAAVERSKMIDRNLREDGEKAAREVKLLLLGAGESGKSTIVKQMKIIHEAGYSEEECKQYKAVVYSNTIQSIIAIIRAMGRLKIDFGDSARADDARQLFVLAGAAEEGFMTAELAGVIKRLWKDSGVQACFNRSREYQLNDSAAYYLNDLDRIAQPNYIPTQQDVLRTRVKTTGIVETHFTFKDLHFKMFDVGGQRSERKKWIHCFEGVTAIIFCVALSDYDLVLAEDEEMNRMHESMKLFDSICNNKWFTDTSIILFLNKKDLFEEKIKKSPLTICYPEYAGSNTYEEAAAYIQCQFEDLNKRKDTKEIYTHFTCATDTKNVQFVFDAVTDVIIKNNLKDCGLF
TexasRed fluor = counter-screen for TRb-SRC2 inhibitors: fluorescence interference. hit rate 0.29% among 280,000. Potency, µM (series often up to 106 µM), without a hit: at the highest dose fluorescence change, negative = quenching. TRb/SRC2 Texas Red total fluorescence interference; active means well fitted curve in either direction with a large enough effect; inconclusive means small, poorly fitted or top-dose-only effect
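Human TRb ligand-binding domain at 0.6 uM with 20 nM Texas Red SRC2 peptide in Tris buffer containing 1 uM T3 and 5% DMSO, incubated with compound 5 h at ambient temperature. Total fluorescence (555/632 nm) calculated as parallel + 2 × perpendicular.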
TRb SRC2 PPI = inhibitors of human thyroid hormone receptor beta-SRC2 interaction. P10828. TRbeta-SRC2 peptide binding, fluorescence polarization; receptor liganded with 1 µM T3. Potency, µM (doses to about 106 µM), for inactives: at the highest dose activity change, negative = inhibition, most hits filed as inhibitors. hit rate 0.065% among 280,000. AID 1469;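 further: plate controls were bound peptide for no effect and peptide without receptor for full effect; nearly all actives have a fitted effect of over 50% in size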
Target sequence (P10828 whole entry, looked up): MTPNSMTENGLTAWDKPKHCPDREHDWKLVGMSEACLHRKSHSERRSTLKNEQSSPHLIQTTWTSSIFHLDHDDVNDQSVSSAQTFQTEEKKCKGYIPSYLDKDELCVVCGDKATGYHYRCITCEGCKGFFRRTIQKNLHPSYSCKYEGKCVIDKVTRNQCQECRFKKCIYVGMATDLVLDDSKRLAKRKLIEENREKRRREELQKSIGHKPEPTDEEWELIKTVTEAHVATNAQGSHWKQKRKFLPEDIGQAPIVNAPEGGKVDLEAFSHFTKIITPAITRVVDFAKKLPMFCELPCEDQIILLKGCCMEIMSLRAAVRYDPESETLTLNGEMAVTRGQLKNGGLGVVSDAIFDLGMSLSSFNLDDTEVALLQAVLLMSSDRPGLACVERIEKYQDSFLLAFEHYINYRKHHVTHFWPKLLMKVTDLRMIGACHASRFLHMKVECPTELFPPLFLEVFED
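Assay buffer: 20 mM Tris-HCl, 100 mM NaCl, 10% glycerol, 1 mM EDTA, 0.01% NP-40, 1 mM DTT, 1 uM T3, 5% DMSO; TRb LBD 0.6 uM, Texas Red SRC2 20 nM; FP after 5 hr.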
Tau ThT inhib = inhibitors of human tau fibril formation, thioflavin T binding; AID 1460; recombinant tau K18 P301L, heparin-induced fibrillization, ThT fluorescence; P10636; Potency, µM (series often up to 57.4 µM), for the others: at the highest dose activity, negative = inhibition, usual class: inhibitors; hit rate 2.1% among 270,000; further: nearly all actives have a fitted effect of over 55% in size
Target sequence (P10636 561-689 P618L limits assumed): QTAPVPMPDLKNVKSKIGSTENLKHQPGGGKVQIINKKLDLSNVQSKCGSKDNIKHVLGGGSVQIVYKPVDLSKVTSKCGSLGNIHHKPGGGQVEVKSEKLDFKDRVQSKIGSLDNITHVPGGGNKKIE
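Recombinant human tau K18 fragment […] carrying P301L, 15 uM unlabeled plus 0.24 uM Alexa 594-labeled, was fibrillized with 20 uM heparin in 100 mM sodium acetate pH 7 for 6 hr at 37 C; 30 uM ThT fluorescence read after 1 hr.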
JMJD2E inh = JMJD2E (human) inhibition; B2RXH2; JMJD2E catalytic domain, FDH-coupled NADH fluorescence (FDH is formaldehyde dehydrogenase); Potency, µM (titrated, usually from 57.1 µM), for inactives: at the top dose activity change, negative = inhibition, hits mostly inhibitors; hit rate 1.6% among 230,000; active means well fitted inhibition curve with a large enough effect, not every such curve was filed as active; inconclusive means small, poorly fitted or top-dose-only effect, or another doubt; inactive means no such curve, though single readings can be large or run the other way;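 further: 0% = wells with enzyme and -100% = buffer wells without enzyme; nearly all actives have a fitted effect of over 50% in size; many of its hits are not listed in these tables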
RECQ1 helicase = inhibitors of human RECQ1 DNA helicase. Potency, µM (top dose mostly 57.3 µM), for the others: at the highest dose activity, negative = inhibition, hits mostly inhibitors. AID 2549. RECQ1 DNA unwinding, red fluorescence kinetic read. hit rate 0.54% among 240,000. P46063;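 further: plate controls were vehicle for no effect and no enzyme for full effect; nearly all actives have a fitted effect of over 30% in size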
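50 nM RECQ1T1 preincubated 15 min with compound in Tris pH 8.0 buffer with MgCl2, DTT, Tween-20 and 2.5 ug/ml poly(dI-dC); started with 200 nM TAMRA/BHQ-2 forked duplex and 2 mM ATP. Unwinding read as fluorescence (525/598 nm), two reads 2 h apart.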
Tau FP inhib = blocks human tau fibril formation measured by polarization. Potency, µM (doses to about 57.7 µM), without a hit: top-dose activity, negative = inhibition, actives largely listed as inhibitors. hit rate 0.39% among 280,000. K18 P301L tau heparin fibrillization, Alexa594 FP, 6 h; further: nearly all actives have a fitted effect of over 55% in size
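Heparin (20 uM) drove fibril formation of recombinant tau K18 P301L, 15 uM unlabeled with 0.24 uM Alexa 594 label, for 6 hr at 37 C in 100 mM sodium acetate pH 7. Fluorescence polarization (555/632 nm) read 1 hr after 30 uM ThT.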
The depositor's hits bear a star; i = inactive; ? = inconclusive; / = no result given; & = joins results of further samples; [ ] = remark or other dose. Unless noted, the call rests on the fitted dose curve; in most records, active means well fitted curve in the direction sought with a large enough effect; inconclusive means small, poorly fitted or top-dose-only effect, or another doubt; inactive means no such curve, though single readings can be large; an effect the other way counts as inactive or inconclusive. Unless noted, on the % scale 0 is the no-effect control and ±100 the full control effect; potency means the concentration at half of the fitted maximal effect. These rows are one share of the data, so the mix of outcomes need not match the whole.

SMILES | L3MBTL1 inh | RGS12 GoLoco inh | TexasRed fluor | TRb SRC2 PPI | Tau ThT inhib | JMJD2E inh | RECQ1 helicase | Tau FP inhib
Cc1nc(SCCOc2ccccc2F)[nH]c(=O)c1Cc1ccccc1 | / | 8% | -1%&-2% | -8%&5% | -1%&3% | 12% | i | -8%&-5%
Cc1cccc(OCC(=O)Nc2ccccc2-c2ccccc2)c1 | 48%[activator] | -4% | 0% | 3% | -11% | 0% | 1% | -6%
O=C(COC(=O)CCCSc1nc2ccccc2[nH]1)Nc1cccc(F)c1 | 0% | / | -3% | 0% | -3% | 0% | 1% | ?
O=C1NN=C(c2ccccc2)CC1c1c[nH]c2ccccc12 (stereo unspecified) | -8% | 0% | 1% | 4% | -10% | -5% | -15% | 2%
COc1ccc(-c2nc(CN(CC3CCC(=O)N3)C(C)C)c(C)o2)c(C)c1C (stereo unspecified) | -11% | 9% | -1%[53 µM] | 3%[53 µM] | 2% | 9% | -18% | -2%
COc1cc(/C=C/C(C)=O)cc(OC)c1OC | / | -1% | -7% | -2% | -16% | -25% | -11% | -3%
CCCc1nc2scc(-c3ccccc3)c2c(=O)n1N | -7%[11.4 µM] | 6% | -2% | -4% | 0% | -1% | i | 0%
CCc1cc2ccc(C)cc2nc1SCC(=O)NNC(=O)c1ccco1 | 1% | 0% | -2% | 5% | -10% | 0% | -3% | -6%
CC(C)Sc1nc2c([nH]1)c(=N)ncn2Cc1ccccc1 | -16% | 13% | -1% | -2% | 2% | 5% | i | -6%
Cc1onc(C(=O)NN)c1-c1csc(COc2ccc(Cl)cc2)n1 | -9% | 1% | -1% | 4% | ? | 7% | i | 1%
CCc1nnc(NC(=O)CSc2ncnc3scc(-c4ccc(C)cc4)c23)s1 | 6% | 5% | -1% | -2% | -4% | 11% | -5% | -7%
Cc1cc(Nc2ccccc2)nc(-c2ccccc2O)n1 | / | 7% | -4% | 4% | ? | ? | -7% | 28µM*
O=C(Cc1ccc(Br)cc1)Nc1ccccc1Cl | 1% | 8% | 1%[53 µM] | -7%[53 µM] | 5% | 1% | -5% | 6%
O=C1C(=O)N(CC(=O)N2CCCC2)c2ccccc21 | -2% | 5% | -7% | -10% | -4% | -3% | 2% | -8%
CCOC(=O)c1sc2nc(N3CCCC3)c3c(c2c1N)CC(C)(C)OC3 | 22% | -2% | -10% | 1% | ? | ? | -4% | ?

One compound at a time, from the list above:
O=C(Cc1ccc(Br)cc1)Nc1ccccc1Cl in the list: L3MBTL1 inh: 1%; RGS12 GoLoco inh: 8%; TexasRed fluor: 1%[53 µM]; TRb SRC2 PPI: -7%[53 µM]; Tau ThT inhib: 5%; JMJD2E inh: 1%; RECQ1 helicase: -5%; Tau FP inhib: 6%
COc1cc(/C=C/C(C)=O)cc(OC)c1OC in the list: L3MBTL1 inh: /; RGS12 GoLoco inh: -1%; TexasRed fluor: -7%; TRb SRC2 PPI: -2%; Tau ThT inhib: -16%; JMJD2E inh: -25%; RECQ1 helicase: -11%; Tau FP inhib: -3%

Remaining list, next part:
SMILES | L3MBTL1 inh | RGS12 GoLoco inh | TexasRed fluor | TRb SRC2 PPI | Tau ThT inhib | JMJD2E inh | RECQ1 helicase | Tau FP inhib
O=C(Nc1ccc2c(c1)nc1n2CCN(C2CCCCC2)C1)NC1CCCCC1 | -13% | 9% | 0% | -1% | ? | ? | 0% | 9%
CCOC(=O)N1CCN(C(=O)c2ccc(S(=O)(=O)c3ccc(C)cc3)c(NC(C)=O)c2)CC1 | 3% | -1% | 1% | -5% | -9% | -5% | i | -5%
COc1cc(S(=O)(=O)NCCN2CCOCC2)c(OC)cc1Cl | 13% | 6% | 0% | 6% | -12% | 0% | -3% | 3%
Cc1ccc(/C=C2\C(=O)ON=C2c2ccccc2)o1 | 1% | -13% | 0% | -3% | ? | 8% | -7% | -5%
COc1cc(CCC(=O)O)on1 | 6% | -5% | 2% | 0% | 2% | -9% | 18% | -3%
N[C@@H](C(=O)O)c1ccc(O)c(C(=O)O)c1 | / | -8% | -4%&-2% | -1%&0% | -13% | ? | 10%&-12% | -15%
O=C(Nc1nc2c(cc3c4c(cccc42)CC3)s1)c1ccccc1Cl | 25% | -3% | 10% | 3% | ? | ? | -5% | -1%
Cc1cccc(N=C2CSC(=O)N2)c1 | 4% | 30% | 0% | -2% | 2% | 6% | -7% | 7%
O=C(Oc1cccc(Nc2ncnc3ccccc23)c1)c1ccccc1Cl | -6% | 13% | 1% | -1% | -23% | ? | -7% | ?
COc1ccc(/C(O)=C2/C(=O)C(=O)N(CC3CCCO3)C2c2cccc(OC)c2)cc1 (stereo unspecified) | -2% | -3% | -6% | 5% | -13% | -1% | i | 0%
CCc1nnc(NC(=O)c2ccc(S(=O)(=O)N3CCN(Cc4ccccc4)CC3)cc2)s1 | -3% | 4% | -1% | -7% | -15% | -5% | -3% | -4%
O=C(NCCN1CCOCC1)c1ccc2c(c1)N(Cc1ccccc1F)C(=O)c1ccccc1S2 | / | 9% | -1% | -5% | -4% | -8% | 2% | 2%
CCC1=NN2C(=N)/C(=C\c3cccn3-c3c(C)cccc3C)C(=O)N=C2S1 | -15% | 7% | 1% | 5% | -16% | -24% | -8% | 12%
CCOc1ccc(CCNC(=O)c2ccc(-c3nc(CSc4ccc(C)cc4)c(C)o3)cc2)cc1 | / | / | 2% | 1% | -6% | / | / | -16%
Cc1ccc(S(=O)(=O)NC(CC(=O)NCC2CCCO2)c2ccco2)cc1 (stereo unspecified) | -5% | 8% | -1% | -9% | -11% | 9% | -2% | 2%
CCNC(=O)c1ccccc1CCc1ccccc1 | -1% | 5% | -2% | -5% | -12% | -3% | 16% | -1%
CN(CC(O)COCc1ccccc1F)C1CCCCC1 (stereo unspecified) | / | 5% | 0% | 5% | -6% | 6% | i | -3%
CCOc1ccccc1NC(=O)N1CCCn2nc(C)cc21 | / | / | -2% | 9% | -9% | / | / | -6%
Cc1noc(C)c1CSc1nc2[nH]ncc2c(=O)n1-c1ccccc1 | 26% | 0% | -4% | 4% | 0% | -3% | -3% | -8%
Cc1ccc(S(=O)(=O)c2cn(CC(=O)Nc3ccccc3)c3cc4c(cc3c2=O)OCO4)cc1 | / | / | 0% | 3% | 6% | / | / | ?
C=CCNc1nc(N2CCOCC2)nc(N2CCOCC2)n1 | 0% | -5% | 0% | -3% | 1% | 7% | -4% | -1%
COc1cccc(C(=O)Nc2cc(-c3cn4cccnc4n3)ccc2C)c1 | 3% | 5% | 0% | 3% | -13% | ? | -7% | -5%
O=S(=O)(/N=C(/Nc1cccc2ccccc12)c1ccccc1)c1cccs1 | -8% | 64%[activator] | 0% | 5% | 6% | 5% | 6% | -7%
Cc1cc(N2CCN(C)CC2)nc2ccc(NC(=S)NCCCN3CCc4ccccc4C3)cc12 | / | 6% | -1% | -7% | ? | ? | -4% | -7%
CC(CCc1ccccc1)NC(=O)C(=O)N1CCOCC1 (stereo unspecified) | 13% | 7% | -1% | 8% | -6% | 2% | -10% | -5%
CN(CC(O)COc1ccc(S(=O)(=O)N2CCOCC2)cc1Cl)C1CCCCC1 (stereo unspecified) | -2% | 1% | 1% | -1% | -1% | 12% | 1% | -13%
Cn1nc(C(=O)N2CCc3ccccc32)c2ccccc2c1=O | -2% | 4% | -1% | -1% | -13% | -20% | i | -7%
COCC(C)n1c(C)cc(C(=O)COC(=O)c2ccc3c(c2)NC(=O)CS3)c1C (stereo unspecified) | -4% | 9% | 0% | 5% | ? | -1% | -2% | -15%
Cc1ccc(NC(=O)c2cc(=O)c3ccccc3o2)cc1S(=O)(=O)N1CCOCC1 | 2% | 19% | -3% | 6% | -17% | 2% | -15% | -6%
O=C(c1cccc(C(F)(F)F)c1)N1CCCC1 | 0%[11.4 µM] | 1% | 2% | 10% | 4% | 0% | -8% | 7%

Continued; the last 5 above are carried over.
SMILES | L3MBTL1 inh | RGS12 GoLoco inh | TexasRed fluor | TRb SRC2 PPI | Tau ThT inhib | JMJD2E inh | RECQ1 helicase | Tau FP inhib
CN(CC(O)COc1ccc(S(=O)(=O)N2CCOCC2)cc1Cl)C1CCCCC1 (stereo unspecified) | -2% | 1% | 1% | -1% | -1% | 12% | 1% | -13%
Cn1nc(C(=O)N2CCc3ccccc32)c2ccccc2c1=O | -2% | 4% | -1% | -1% | -13% | -20% | i | -7%
COCC(C)n1c(C)cc(C(=O)COC(=O)c2ccc3c(c2)NC(=O)CS3)c1C (stereo unspecified) | -4% | 9% | 0% | 5% | ? | -1% | -2% | -15%
Cc1ccc(NC(=O)c2cc(=O)c3ccccc3o2)cc1S(=O)(=O)N1CCOCC1 | 2% | 19% | -3% | 6% | -17% | 2% | -15% | -6%
O=C(c1cccc(C(F)(F)F)c1)N1CCCC1 | 0%[11.4 µM] | 1% | 2% | 10% | 4% | 0% | -8% | 7%
COc1ccc2[nH]c(=O)cc(C(=O)O)c2c1 | 22µM* | 18% | -5% | 1% | -2% | ? | -20% | 1%
CC(C)(C)c1ccc(C(=O)c2c[nH]c(C(=O)O)c2)cc1 | 5% | 4% | 0% | 3% | 6% | 2% | 14% | 2%
COc1ccccc1NC(=O)Cn1c(C)cc(C)c(C#N)c1=O | / | / | -3% | 2% | -3% | / | / | 8%
COc1nc(-c2ccccc2)ccc1-c1noc(-c2ccc(F)cc2)n1 | -5% | 2% | 0% | 5% | -19% | -9% | -5% | -3%
CC(C)[C@H](NC(=O)c1ccccc1)C(=O)OCC(=O)N1CC2(C)CC1CC(C)(C)C2 (stereo partly specified) | 0% | 8% | -1% | -1% | -7% | -3% | -5% | -4%
Cc1nc(N2CCN(S(=O)(=O)c3cccc4nonc34)CC2)c2c3c(sc2n1)CCCC3 | 3% | 6% | -1% | 1% | -5% | -7% | -4% | 1%
O=C(NCc1ccc(N2CCCC2=O)cc1)c1cccc(Cl)c1 | 12% | -19% | 0% | 4% | -1% | -1% | 11% | -8%
COc1ccc(OCCCC(=O)N2CCCc3ccccc32)cc1 | / | 6% | 1% | -7% | ? | 5% | 9% | 10%
